Vif-A3F inh: inhibitors of Vif-A3F interaction; AID 602313; actives 0.2% (n = 390,000); Potency, µM (top dose mostly 46.1 µM), inactives show at the highest dose activity, negative = active; HeLa A3F-eYFP + Vif (tagged APOBEC3F with the HIV-1 protein that degrades it), YFP fluorescence increase; further: potency means the concentration at half of the fitted maximal effect; % of control where 0% means no effect; nearly all actives have a fitted effect of over 65% in size
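HeLa cells stably expressing A3F-eYFP plus Vif, plated and incubated overnight at 37 deg C, then exposed to compounds overnight at 37 deg C. Blocked degradation read as raised yellow fluorescence (Ex 488/Em 500-530).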
D1 antag: human D1 dopamine receptor antagonism; actives 3.2% (n = 360,000); HEK293 TREx D1 cells, calcium flux, dopamine EC80; hits give low values; P21728; activity change, negative = inhibition, % at 10 µM; in the data active means activity change below about -30%; further: on the % scale 0 is the no-effect control and ±100 the full control effect
Target sequence (P21728 whole entry, looked up): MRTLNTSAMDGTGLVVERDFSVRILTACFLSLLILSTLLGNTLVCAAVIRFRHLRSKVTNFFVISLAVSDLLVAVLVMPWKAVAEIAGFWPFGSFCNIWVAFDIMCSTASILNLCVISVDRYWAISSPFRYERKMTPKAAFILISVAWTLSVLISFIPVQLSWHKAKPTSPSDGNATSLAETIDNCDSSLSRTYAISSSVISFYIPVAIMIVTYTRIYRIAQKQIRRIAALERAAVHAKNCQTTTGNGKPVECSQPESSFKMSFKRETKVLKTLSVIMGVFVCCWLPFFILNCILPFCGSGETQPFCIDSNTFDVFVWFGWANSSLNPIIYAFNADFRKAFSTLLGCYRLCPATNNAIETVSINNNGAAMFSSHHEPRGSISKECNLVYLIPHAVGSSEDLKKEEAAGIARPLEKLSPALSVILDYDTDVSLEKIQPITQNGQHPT
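Allosteric or orthosteric antagonism assessed as attenuation of the calcium response to EC80 dopamine, added 180 s after compound, in induced HEK293 Trex D1 cells loaded with no-wash calcium dye.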
Glioma ERSR ind: inducers of ER stress response in human glioma cells. U87-MG GRP78 promoter luciferase reporter, 16 h. Potency, µM, for the others: at the highest dose activation, usual class: activators. actives 0.02% (n = 420,000); further: potency means the concentration at half of the fitted maximal effect; series mostly up to about 76 µM; % of control where 0% means no effect; nearly all actives have a fitted effect of over 35% in size
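Stably transfected U87-MG glioma cells carrying a GRP78-based luciferase sensor; 16 h compound incubation. Luminescence end-point read 10 min after Bright-Glo addition at room temperature.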
RXFP1 ag: RXFP1 (human) receptor agonism; HEK293T-RXFP1 cAMP TR-FRET, 30 min; response scale: percent of porcine relaxin response, buffer zero; Potency, µM (top dose mostly 57.5 µM), for the others: at the highest dose activation, actives largely listed as activators; actives 0.3% (n = 370,000); AID 2676; further: potency means the concentration at half of the fitted maximal effect; on the % scale 0 is the no-effect control and ±100 the full control effect; nearly all actives have a fitted effect of over 60% in size; many of its hits are not listed in these tables
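cAMP rise read by TR-FRET after 30 min, 37C compound exposure (up to 58 uM) in RXFP1-transfected HEK293 cells with Ro 20174 present. EC50 from Hill-equation fits, with 29 nM porcine relaxin as 100% and buffer as basal.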
Vif-APOBEC3G blk: blocks the Vif interaction with human APOBEC3G. Potency, µM (top dose mostly 46.1 µM), for the others: at the highest dose activity, negative = active, most hits filed as inhibitors. actives 0.076% (n = 410,000). Q9HC16. HeLa A3G-eYFP + Vif (tagged APOBEC3G with the HIV-1 protein that degrades it), YFP fluorescence, overnight. AID 602310;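 further: potency means the concentration at half of the fitted maximal effect; on the % scale 0 is the no-effect control and ±100 the full control effect; nearly all actives have a fitted effect of over 60% in size; hits raise eYFP signal because A3G escapes Vif-driven loss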
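HeLa cells stably expressing Vif and C-terminally eYFP-tagged A3G, seeded overnight at 37 deg C, then exposed to compound by pintool overnight at 37 deg C. Rise in yellow fluorescence (Ex 488/Em 500-530, Acumen) marks blocked Vif-driven A3G degradation.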
D2 potentiator: positively modulates the human D2 dopamine receptor allosterically; P14416; HEK293 T-REx D2, calcium flux, EC20 dopamine potentiation; potentiation, % at 10 µM; actives 0.34% (n = 340,000); AID 485347;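 active means potentiation over 3 SD above the plate norm, cut at about 30% in these data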; further: 0% is about no effect
Target sequence (P14416 whole entry, looked up): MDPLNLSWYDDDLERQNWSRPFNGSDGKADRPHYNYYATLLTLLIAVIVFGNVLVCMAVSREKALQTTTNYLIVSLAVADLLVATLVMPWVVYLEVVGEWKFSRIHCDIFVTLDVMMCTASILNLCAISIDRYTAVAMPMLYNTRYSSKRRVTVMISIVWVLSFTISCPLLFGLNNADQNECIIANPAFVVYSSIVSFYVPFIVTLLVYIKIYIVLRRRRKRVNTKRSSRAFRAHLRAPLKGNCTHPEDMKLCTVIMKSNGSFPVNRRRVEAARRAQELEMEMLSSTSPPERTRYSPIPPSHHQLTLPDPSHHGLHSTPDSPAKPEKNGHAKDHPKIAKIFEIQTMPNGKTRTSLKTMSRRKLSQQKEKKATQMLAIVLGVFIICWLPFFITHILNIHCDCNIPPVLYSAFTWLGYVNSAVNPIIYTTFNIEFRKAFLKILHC
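Tetracycline-induced Hek293 Trex D2 cells, force-coupled to calcium, loaded with no-wash calcium dye. Compound added with 180 s kinetic read for agonism, then EC20 dopamine and a further 180 s read for potentiation.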
RXFP1 antagonist: antagonists of human relaxin receptor RXFP1; HEK293-RXFP1, relaxin-stimulated cAMP HTRF, 30 min; hits give low values; activity change, negative = inhibition, % at 57.5 µM; actives 0.59% (n = 350,000);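 active means activity change of -60% or lower, but not beyond a set lower limit; inconclusive means change between -60% and -40%, or beyond the set limit; inactive means change above -40%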; further: on the % scale 0 is the no-effect control and ±100 the full control effect
D1 agonist: agonists of human D1 dopamine receptor | HEK293 T-REx D1 cells, calcium flux, agonist mode | activation, % at 2 µM | P21728 | actives 1% (n = 360,000) | AID 504660; in the data active means activation above about 30%; further: 0% is about no effect
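Tetracycline-induced HEK293 TREx D1 cells, force-coupled to calcium signalling, were dye-loaded with a no-wash calcium kit. Compound was pin-added after a 10 s baseline. Fluorescence was read kinetically at 1 cycle/s for 180 s, with calcium rises flagged as agonism.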
D1 PAM: enhances dopamine response at the human D1 receptor | P21728 | HEK293 TREx D1 cells, calcium flux, dopamine EC20 potentiation | potentiation, % at 10 µM | actives 0.036% (n = 360,000); in the data active means potentiation above about 30%; further: 0% is about no effect
The depositor's hits bear a star; u = inconclusive; x = no result given. Unless noted, the call rests on the fitted dose curve; in most records, active means well fitted curve in the direction sought with a large enough effect; inconclusive means small, poorly fitted or top-dose-only effect, or another doubt; inactive means no such curve, though single readings can be large; an effect the other way counts as inactive or inconclusive. A portion of the library; the hit share may differ from the screen's.

Values run as follows: Vif-A3F inh, D1 antag, Glioma ERSR ind, RXFP1 ag, Vif-APOBEC3G blk, D2 potentiator, RXFP1 antagonist, D1 agonist, D1 PAM
O=C(Nc1ccccc1F)C1CCN(C(=O)NC2CCCCC2)CC1
    16%, 0, -7%, 3.4%, 3%, -3, -12, 1, -4
COc1ccc(S(=O)(=O)N/N=C(/C)c2ccc(C)o2)cc1
    19%, x, -2%, x, -5%, x, 0, x, x
CC1(c2cccc(Br)c2)NC(=O)N(CC(=O)Nc2ccc3c(c2)OCO3)C1=O (configuration not stated)
    3%, 10, -3%, 1.2%, -2%, -4, 6, 5, -3
Cc1ccc(-c2noc(CNS(=O)(=O)c3ccccc3)n2)cc1
    -16%, -17, 1%, 1.1%, -4%, -6, -18, 6, -3
CC(C)(C)OC(=O)N1CCC(NC(=O)c2nc[nH]c2C(=O)NCc2ccccc2)CC1
    -23%, 4, -3%, 2.3%, -19%, -8, x, 1, -3
C=CCN(c1cccc(C(F)(F)F)c1)S(=O)(=O)c1cccc(C(=O)OCC(=O)NC(N)=O)c1
    1%, -20, 0%, 3.8%, -1%, -1, -16, 7, -7
CC1CCCCN1C(=O)NC1CC(=O)N(c2ccc3c(c2)OCCO3)C1 (configuration not stated)
    0%, -1, -5%, -0.9%, 0%, 0, 9, 2, -4
O=C(Nc1ccc(Cl)c(C(F)(F)F)c1)C(=O)N1CCCCC1
    -1%, -2, 3%, 1.0%, -1%, -2, -8, 3, -5
CCN(CC)S(=O)(=O)c1ccc(NC(=O)Cn2c(=O)sc3ccccc32)cc1
    1%, 1, -2%, -0.3%, -5%, 3, -4, 4, -5
CN(CCOc1ccc(Cl)cc1)C(=O)c1cccc(S(=O)(=O)N2CCN(c3ccc(F)cc3)CC2)c1
    -1%, x, -8%, x, 0%, x, 0, x, x
CCOc1ccc2ccccc2c1C1NC(=O)NC(C)=C1C(=O)OCCOC (configuration not stated)
    15%, 8, -5%, 0.2%, 0%, 10, 6, 2, 10
CCCOc1ccc(N2CC(C(=O)Nc3ccccn3)CC2=O)cc1 (configuration not stated)
    3%, x, -3%, -0.7%, 1%, x, -7, x, x
CCCCNC(=O)CSc1nc2cc3c(cc2c(=O)n1CCCC(=O)NCc1ccc(OC)cc1)OCO3
    5%, -2, -2%, 0.7%, -4%, 5, 0, 1, -3
COc1ccccc1CNC(=O)Cn1nc(C)c2nn(-c3ccc(Cl)cc3)c(C)c2c1=O
    -1%, 5, -2%, 10%, 4%, 6, -20, -1, -2
CC(C)c1ccc(-n2cccc2/C=C2/C(=N)N3C=CSC3=NC2=O)cc1
    u, 12, -1%, 0.2%, u, 0, -20, 1, 1

Gathered by group: the compounds so far with a CF3 group
Values run as follows: Vif-A3F inh, D1 antag, Glioma ERSR ind, RXFP1 ag, Vif-APOBEC3G blk, D2 potentiator, RXFP1 antagonist, D1 agonist, D1 PAM
C=CCN(c1cccc(C(F)(F)F)c1)S(=O)(=O)c1cccc(C(=O)OCC(=O)NC(N)=O)c1
    1%, -20, 0%, 3.8%, -1%, -1, -16, 7, -7
O=C(Nc1ccc(Cl)c(C(F)(F)F)c1)C(=O)N1CCCCC1
    -1%, -2, 3%, 1.0%, -1%, -2, -8, 3, -5

Further compounds follow.
Values run as follows: Vif-A3F inh, D1 antag, Glioma ERSR ind, RXFP1 ag, Vif-APOBEC3G blk, D2 potentiator, RXFP1 antagonist, D1 agonist, D1 PAM
COc1ccccc1-c1noc(CCCC(=O)NCc2ccco2)n1
    0%, 3, -1%, -0.5%, 2%, 5, -1, -2, 0
CCOc1ccccc1C(=O)Nc1cc2c(cc1N1CCOCC1)n(C)c(=O)n2C
    3%, -7, -6%, 5.4%, -1%, 9, -4, 2, 2
COc1ccc(CNC(=O)CCC2N=C3c4ccccc4N=C(SCC(=O)NCCc4ccc(OC)c(OC)c4)N3C2=O)cc1 (configuration not stated)
    1%, 8, -3%, 4.6%, -1%, 8, -7, 0, 1
O=C(C1CCCCC1)N1CCN(S(=O)(=O)c2ccc(Cl)cc2)CC1
    2%, -23, -6%, 2.1%, -3%, 7, -5, 3, -6
Cc1ccc2c(NC(=O)c3ccc(Br)o3)cccc2n1
    1%, -1, 4%, 0.4%, 0%, 18, 2, 0, 1
COCCNC(=O)NC(=O)CN1CCN(C(c2ccccc2)c2ccccc2)CC1
    0%, -13, 0%, 0.1%, -3%, -2, -1, 4, 2
COc1ccc(CNc2nc3nc(C)c(Cl)c(=O)n3[nH]2)cc1OC
    -24%, 9, -5%, -3.6%, -2%, 1, 0, 4, -5
O=C(N[C@H](C(=O)O)c1ccccc1)C1CCC(Cn2cnc3ccccc3c2=O)CC1 (some centres not stated)
    8%, -4, -1%, 2.0%, -2%, 12, -1, 0, -5
Cc1cc(N2CCN(c3ccc(F)cc3)CC2)n2cnnc2n1
    17%, -3, -2%, 6.0%, 0%, -5, -9, 3, 0
COc1ccccc1OCC(=O)NCCC1=CCCCC1
    9%, -1, -5%, 2.6%, -14%, 12, -6, -1, 0
C/C(=N\OCc1ccccc1)c1c(O)cc(C(C)C)n(-c2ccccc2)c1=O
    -8%, 10, -5%, 0.8%, 1%, 3, -2, 1, -1
CCn1nc(C)c(CNC(=O)c2cc(COc3ccccc3SC)on2)c1C
    2%, -49*, 15%, -0.2%, 2%, 0, -2, 12, 0
CC(=O)[C@H]1CC[C@H]2[C@@H]3CCC4=CC(=O)CC[C@]4(C)[C@H]3[C@H](O)C[C@]12C
    -6%, 22, -3%, 1.8%, 0%, 2, x, 6, -1
COc1ccccc1C(C)NC(=O)c1ccccc1SCC(=O)N1CCCC1 (configuration not stated)
    4%, 2, -5%, 0.0%, 0%, -5, -5, 1, -3
COc1ccc(OC)c(C2N(c3ccc(Cl)cc3)C(=O)C3CCCN32)c1 (configuration not stated)
    x, 20, -7%, -0.4%, -9%, -2, -21, 4, 6
COC(=O)c1ccc(C(=O)N2CCCC(CNC(=O)c3ccccc3Cl)C2)cc1 (configuration not stated)
    -14%, 1, 8%, 0.1%, 0%, 4, -17, 0, -3
O=C(CCSc1ccc(Cl)cc1)NC1CCCC1
    -3%, -17, 5%, -0.2%, 1%, 0, 13, 0, -4
COc1ccc(CNCCc2ccc(Cl)cc2)cc1OCc1ccccc1
    22%, -19, -10%, 0.4%, -1%, -5, -31, 58*, -3
CCC(C)NC(=O)c1ccc(Cl)c(S(=O)(=O)Nc2ccccc2N2CCOCC2)c1 (configuration not stated)
    6%, x, -6%, 1.9%, -2%, 2, 2, 1, -6
Cc1cc(OCc2ccc(F)cc2)nc(-c2ccccc2O)n1
    -12%, -10, 0%, -0.5%, -1%, 3, -2, 12, 0
COc1ccc(NC(=O)CCc2nnc3ccc(NCc4ccco4)nn23)cc1
    -5%, 7, -5%, 5.9%, -6%, 3, 6, 3, -8
Cc1oc(-c2cccc(Cl)c2)nc1CSc1nncn2c1cc1occc12
    5%, -2, -3%, -1.1%, 2%, 3, -2, 0, -4
COc1ccccc1N1CCN(C(CNS(=O)(=O)c2cc(F)ccc2F)c2cccnc2)CC1 (configuration not stated)
    -5%, -6, -4%, -1.0%, -1%, 8, 6, 1, -8
COc1cccc(CN(CC(=O)NCc2ccc(F)cc2)C(=O)c2ccco2)c1
    -11%, 12, -2%, -1.2%, -3%, -3, 12, 6, -7
COc1ccc(S(=O)(=O)NCCc2sc(-c3cccnc3)nc2C)cc1OC
    0%, 16, -3%, 2.8%, -2%, 13, x, 0, -2
CN(C)c1ccc(C(CNC(=O)c2c(F)cccc2Cl)N2CCOCC2)cc1 (configuration not stated)
    3%, -6, -1%, -0.7%, 1%, 1, -3, -1, 0
COc1ccc(C2C(C#N)=C(N)N(N(C)C)C3=C2C(=O)CC(C)(C)C3)cc1OC (configuration not stated)
    -10%, -7, 0%, -0.5%, 4%, 1, 5, 1, -2
COc1cccc(-c2nn(C)c3sc(C(=O)NCc4ccco4)cc23)c1
    -7%, -3, 5%, 0.9%, -2%, -17, 8, 1, -3
COC(=O)c1scc(-c2ccc(C)cc2)c1S(=O)(=O)N1CCN(c2ccc(F)cc2)CC1
    -13%, 15, -2%, -10%, 1%, -9, x, 4, 0
CS(=O)(=O)N1N=C(c2ccco2)CC1c1ccccc1Cl (configuration not stated)
    13%, -21, -1%, 1.0%, 0%, 3, -6, 2, -5
CCN(C(=O)CN1C(=O)/C(=C/c2ccccc2)SC1=S)C1CCS(=O)(=O)C1 (configuration not stated)
    1%, 24, 5%, 0.9%, 1%, x, 19, 2, -5
CC(=O)c1cccc(NS(=O)(=O)c2c(C(=O)N3CCOCC3)c(C)n(C)c2C)c1
    3%, 5, 0%, -0.3%, 7%, 4, 7, 1, -7
COc1cc(NC(=O)CN2CCC(C)CC2)c(C)cc1[N+](=O)[O-]
    -9%, 0, 2%, 0.4%, -2%, -9, 2, 1, 4
COc1ccc(C(=O)CC2OC(=O)c3ccccc32)cc1OC (configuration not stated)
    1%, -15, -2%, 0.8%, -1%, -8, -5, 8, -6
CCN1CCCc2cc(CN(CCN3CCOCC3)C(=S)Nc3ccc(OC)cc3)ccc21
    -10%, -8, -4%, 2.4%, 1%, -7, -7, 1, -3
COc1ccc(C(=O)Nc2cccc(S(=O)(=O)NC3=NCCC3)c2)cc1OC
    -13%, x, -2%, x, -5%, x, -4, x, x
Cc1nn(C)c(C)c1CN(C(=O)CCc1nnc(Cc2c[nH]c3ccccc23)o1)C(C)C
    4%, -16, 1%, -3.1%, 1%, -4, -4, 0, -3
CCCS(=O)(=O)N1CC(=O)N(c2cccc(F)c2)C(C)(C(=O)NC2CCCCCC2)C1 (configuration not stated)
    5%, 14, -2%, 0.9%, 5%, -2, 2, 2, 0
C[n+]1ccc(C(=O)Nc2ccccc2Cl)cc1
    1%, -16, -2%, -1.0%, 0%, -14, 14, 1, 0
COc1ccc(C(CNC(=O)C2CC(=O)N(Cc3ccc(C)cc3)C2)N(C)C)cc1 (configuration not stated)
    2%, 5, -2%, -0.7%, 0%, -6, 7, 0, -1
COc1ccc(O)c(C(=O)c2cnc3nc4ccccc4n3c2)c1
    -20%, -4, -6%, 0.3%, -11%, -4, -4, 13, 4
